# ERAP1 HTS inh: inhibitors of human ERAP1 aminopeptidase; AID 652197; hit rate 0.15% among 340,000; recombinant ERAP1, Leu-AMC fluorescence, 60 min; inhibition, % at 10.7 µM;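 active = mean replicate inhibition of at least 30%, or all replicates individually reaching that 30% level; inactive = mean below 30% and not every replicate reaching it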;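 note: 0% = neutral control wells and 100% = L-leucinethiol positive control wells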
# esBAF inh: inhibitors of esBAF chromatin remodeling in mouse ES cells | reporter increase, % at 12.5 µM | hit rate 2% among 350,000 | Bmi1-luciferase knock-in reporter, 24 h; 100% = twice the neutral-well signal; in the data active = activation above about 40%; inconclusive = no clear call, values can overlap the other calls;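 note: 0% = median of the plate's neutral control wells and 100% = double that signal; a rise in the Bmi1 reporter signal indicates esBAF inhibition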
# RAD54 inh: blocks human RAD54 Holliday junction branch migration. FAM/BHQ fluorescence. inhibition, % at 10.4 µM. hit rate 0.14% among 360,000. AID 602329;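 active = mean normalized replicate activity at least 40 and at least half of replicates scoring 40 or more; inconclusive = only one of the two criteria met; inactive = mean below 40 and under half of replicates reaching 40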;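 note: 0% = median of neutral control wells and 100% = median of positive control wells; inhibitors cause a drop in the FAM fluorescence signal; in these data hits start at about 50%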
# RAD52 inh: RAD52 (human) annealing inhibition | inhibition, % at 18.7 µM | P43351 | hit rate 0.46% among 360,000 | recombinant RAD52 DNA annealing, FRET fluorescence;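 active = every replicate showing at least 50% inhibition; inconclusive = mean inhibition at least 50% but not in every replicate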
# Target sequence (P43351 whole entry, looked up): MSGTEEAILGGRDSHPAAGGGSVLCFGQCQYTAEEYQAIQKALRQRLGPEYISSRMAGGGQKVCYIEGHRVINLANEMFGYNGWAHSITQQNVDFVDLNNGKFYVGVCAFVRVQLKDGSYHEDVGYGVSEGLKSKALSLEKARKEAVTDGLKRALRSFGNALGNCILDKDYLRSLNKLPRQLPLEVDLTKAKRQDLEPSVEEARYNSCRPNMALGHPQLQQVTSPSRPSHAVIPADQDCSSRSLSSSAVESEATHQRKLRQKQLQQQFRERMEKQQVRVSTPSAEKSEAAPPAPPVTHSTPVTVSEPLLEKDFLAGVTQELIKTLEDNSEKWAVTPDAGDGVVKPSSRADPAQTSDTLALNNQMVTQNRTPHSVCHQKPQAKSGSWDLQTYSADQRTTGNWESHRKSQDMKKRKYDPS
# ERp5 block: ERp5 (human) disulfide isomerase inhibition. Q15084. ERp5 insulin aggregation, absorbance 650 nm, 90 min. inhibition, % at 9.99 µM. hit rate 0.05% among 350,000. AID 651711;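 active = mean replicate inhibition above about 25%, with every replicate also reaching it, limit read from the data, passing the limit was not always enough; inconclusive = only one of those two criteria met; inactive = neither criterion met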
# Target sequence (Q15084 whole entry, looked up): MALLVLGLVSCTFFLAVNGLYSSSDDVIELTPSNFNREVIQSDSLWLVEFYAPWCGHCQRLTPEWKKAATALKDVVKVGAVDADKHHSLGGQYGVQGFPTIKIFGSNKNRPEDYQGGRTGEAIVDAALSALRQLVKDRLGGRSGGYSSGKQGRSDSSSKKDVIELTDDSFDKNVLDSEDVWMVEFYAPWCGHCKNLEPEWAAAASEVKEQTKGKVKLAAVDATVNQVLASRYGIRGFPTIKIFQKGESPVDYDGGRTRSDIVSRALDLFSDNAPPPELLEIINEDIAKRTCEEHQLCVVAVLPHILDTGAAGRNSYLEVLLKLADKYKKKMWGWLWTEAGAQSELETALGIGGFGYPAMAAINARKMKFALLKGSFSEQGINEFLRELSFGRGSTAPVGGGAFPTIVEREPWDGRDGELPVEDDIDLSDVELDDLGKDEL
# Xi reactivation: reactivates the inactive X chromosome in mouse fibroblasts | activation, % at 7.58 µM | XiGFP mouse fibroblasts, % GFP-positive cells imaging, 3 d; cells co-treated with 5-aza-dC sensitizer; scaled so ellipticine positive control = 100% | hit rate 0.055% among 360,000;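 active = mean normalized replicate activation at least 10% and every replicate at or above 10%; inconclusive = only one of the two criteria met; inactive = mean below 10% and not all replicates reach 10%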;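 note: 0% = median of on-plate neutral control wells and 100% = ellipticine 6 µM median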
#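 Assay system – SV40-immortalized XiGFP fibroblast cells, line 68-5-11 · Buffer or medium – DMEM supplemented with 5-aza-dC as sensitizing agent · Dosing – one concentration, pinned · Benchmarks – positive control ellipticine, 6 µM final · Times – 3 days compound exposure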
# S100A4 inh HTS: blocks human S100A4 binding to myosin IIA peptide; inhibition, % at 10.7 µM; hit rate 0.14% among 360,000; P26447; S100A4/TAMRA-MyoIIA peptide fluorescence polarization;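 active = mean inhibition of at least 70% across replicates, with every replicate also reaching that level; inconclusive = mean inhibition reaches 70% but some replicates fall short; inactive = mean inhibition below 70%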
# Target sequence (P26447 whole entry, looked up): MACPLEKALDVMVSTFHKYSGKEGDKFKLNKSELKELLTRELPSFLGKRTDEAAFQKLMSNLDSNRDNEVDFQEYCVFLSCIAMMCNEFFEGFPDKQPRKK
#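 assay system = human S100A4 monomer with TAMRA-labelled myosin IIA peptide | also added = labelled myosin peptide probe, 5 nM | incubation = 5 min between mix addition and reading | control set = DMSO and TFP controls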
# E-selectin induc: E-selectin induction on HUVECs. HUVEC E-selectin immunofluorescence imaging; normalized: neutral wells 0, TNF-alpha wells 100. activation, % at 7.58 µM. hit rate 0.37% among 260,000. AID 686992;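 active = mean E-selectin-positive cell signal at least 10% of the positive control, reached in at least 60% of replicates, without over 20% cell loss; inconclusive = no rule given, readout overlaps actives, possibly toxicity-flagged; inactive = the rest, including those meeting only one limit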;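 note: in these data hits start at about 27%; measured in HUVEC primary endothelial cells; signal is the percent of cells scored E-selectin positive by PE staining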
#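 Read-out: % PE-positive cells | Test system: HUVEC | Doses: One compound dose added by pin transfer | Buffer or medium: EGM-2 over gelatin coat | Signal: Immunofluorescence imaging | Benchmarks: TNF-alpha, DMSO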
# * marks the source's active call; other numbers are inactive results; ? = inconclusive; nt = not tested or not shown.
Structure	esBAF inh	Xi reactivation	RAD52 inh	ERp5 block	S100A4 inh HTS	RAD54 inh	ERAP1 HTS inh	E-selectin induc
O=C(COC(=O)c1cnccn1)Nc1ccc(Cl)cn1	nt	-0.1	-26.5	1.7	2.7	nt	1.9	0.1
CCOc1ccc(CCNC(=O)COC(=O)c2ccncc2)cc1OCC	-4.3	0.1	-4.3	-0.2	1.9	-11.2	0.6	-0.8
CNC(=O)C[C@H]1CC[C@@H]2[C@H](COC[C@H](O)CN2C(=O)Nc2cccc(OC)c2)O1	5.1	0.0	14.7	9.6	-1.2	-10.1	1.5	0.2
CCN(c1ccccc1)S(=O)(=O)c1ccc(OCC(=O)N2CCCC2)cc1	-6.3	0.1	-0.5	-8.3	0.5	-4.7	2.2	-0.6
COc1ccc(S(=O)(=O)Nc2ccc3c(c2)C(=O)N([C@H](C)CO)C[C@H](C)[C@H](CN(C)Cc2ccccc2)OCCCC[C@H](C)O3)cc1	1.7	0.2	nt	nt	nt	-15.1	nt	-0.4
C[C@H]1CN([C@@H](C)CO)C(=O)c2cc(NS(=O)(=O)c3ccccc3)ccc2O[C@H]1CN(C)S(=O)(=O)c1cccs1	10.1	0.1	-7.6	1.3	-3.8	4.4	1.2	0.3
CCn1nc(NC(=O)C(C)C)c2cc3ccc(C)cc3nc21	-5.3	-0.1	3.5	2.0	0.5	nt	10.1	-0.4
CN1CCN(C(=O)c2cc3c(c(-c4cccc(-c5ccc(C#N)cc5)c4)n2)[C@@H](CCO)N([S@](=O)C(C)(C)C)C3)CC1	-0.5	0.1	-18.7	0.6	-11.3	-0.3	-3.5	0.3
O=C(CN1C(=O)C(=O)N(CCC2=CCCCC2)C1=O)Nc1ccc(F)cc1F	-3.8	0.1	-11.0	-1.4	3.4	2.6	-3.1	nt
C=CCc1cc(Cl)ccc1OCCn1ccnc1	6.6	0.0	0.7	2.2	6.4	-5.4	0.6	4.7

# More compounds
Structure	esBAF inh	Xi reactivation	RAD52 inh	ERp5 block	S100A4 inh HTS	RAD54 inh	ERAP1 HTS inh	E-selectin induc
COc1ccc(/C=C\c2nc(=O)c3ccccc3o2)cc1	-0.6	0.0	-27.8	4.6	-8.1	-6.2	1.5	nt
COc1ccccc1NC(=O)Nc1nnc(Cc2ccc(F)cc2)s1	4.3	0.0	-5.2	1.1	0.5	-3.7	-0.9	nt
C/C=C/c1ccc([C@H]2[C@@H](CO)N(C(=O)c3cnccn3)C23CN(C(=O)C2CC2)C3)cc1	nt	8.2	-5.5	13.6	0.3	nt	0.8	-0.1
O=C(CSc1nc2ccc(Nc3nc(N4CCOCC4)nc(N4CCOCC4)n3)cc2s1)Nc1ccccc1F	nt	1.3	-2.5	2.6	3.3	1.4	-8.2	0.0
O=C(NCCC1CCCCN1S(=O)(=O)c1ccc(F)cc1)C(=O)NC1CC1 (stereo unspecified)	5.5	0.0	-15.9	-3.2	0.8	0.0	1.3	-0.3
C[C@@H]1CN([C@@H](C)CO)S(=O)(=O)c2ccc(C#Cc3ccccc3F)cc2O[C@@H]1CN(C)C(=O)Cc1ccncc1	-4.5	0.1	-10.3	1.3	-8.5	4.5	0.8	1.2
C[C@H]1CN([C@@H](C)CO)C(=O)c2cc(NC(=O)CCN3CCOCC3)ccc2O[C@@H]1CN(C)S(C)(=O)=O	-2.9	0.0	6.0	-6.0	9.3	2.0	0.7	4.1
CCOC(=O)c1c(C)[nH]c(C(=O)OCC(O)=C(C#N)c2nc3ccccc3[nH]2)c1C	nt	0.0	-35.0	15.5	-4.3	nt	0.2	2.0
CC(C)NC(=O)N[C@@H]1CC[C@@H](CCNC(=O)C2CCOCC2)O[C@H]1CO	3.4	0.0	-4.8	3.0	8.4	4.4	1.6	0.0
COc1ccc(NC(=O)Nc2ccc3c(c2)[C@@H]2C[C@@H](CC(=O)N(C)C)O[C@@H](CO)[C@@H]2O3)cc1	-0.7	0.8	-0.3	-2.3	5.0	-1.0	0.9	-0.2

# New compounds follow.
Structure	esBAF inh	Xi reactivation	RAD52 inh	ERp5 block	S100A4 inh HTS	RAD54 inh	ERAP1 HTS inh	E-selectin induc
CCN(CC)CCN(C(=O)CCS(=O)(=O)c1ccccc1)c1nc2cc(C)cc(C)c2s1	-6.0	-0.1	-0.6	-2.0	0.3	-2.6	2.2	nt
CCCCC(=O)Nc1cc(OC)c(NC(=S)NC)cc1OC	-5.7	0.0	-11.6	-3.0	0.2	nt	nt	2.2
CCOC(=O)Cn1c(CN2CC(C)OC(C)C2)nc2c1c(=O)n(C)c(=O)n2C (stereo unspecified)	-4.1	0.1	-8.4	-5.4	-7.2	-5.7	0.7	-0.2
COCCCNC(=O)CCCN1C(=O)c2cccnc2Sc2ccccc21	-0.6	0.0	-6.0	2.0	-1.6	6.9	-3.8	nt
CCCC(=O)Nc1ccc2c(c1)OC[C@@H](C)N(Cc1ccccn1)C[C@H](C)[C@@H](OC)CN(C)C2=O	-27.6	0.2	16.1	5.4	0.0	-0.8	8.1	-0.2
Cc1ccc(CN2CCN(/N=C/c3ccccc3)CC2)cc1	6.7	0.5	-4.4	1.5	1.2	nt	-1.7	9.6
COC(=O)[C@]12C[C@H](CC(=O)NCC34CC5CC(CC(C5)C3)C4)C(=O)N(Cc3ccccc3)C1=C[C@H](C1CCCC1)O[C@@H]2C	nt	0.2	-6.5	-4.3	-0.6	nt	-5.3	0.2
CC(C)NC(=O)N(C)C[C@H]1Oc2ncc(C3=CCCCC3)cc2C(=O)N([C@@H](C)CO)C[C@H]1C	-4.5	-1.1	21.5	-1.6	4.0	0.1	7.2	-0.2
COc1ccc(CC(=O)NC(CC(=O)O)c2cccc([N+](=O)[O-])c2)cc1 (stereo unspecified)	-6.7	0.0	-4.5	-0.5	2.0	1.7	-2.3	-3.1
COc1cccc(NC(=O)CN(C)C(=O)/C=C/c2cn(-c3ccccc3)nc2-c2cccs2)c1	9.5	0.0	-4.9	-0.5	-1.7	-1.4	-1.6	0.8

# Next section:
Structure	esBAF inh	Xi reactivation	RAD52 inh	ERp5 block	S100A4 inh HTS	RAD54 inh	ERAP1 HTS inh	E-selectin induc
CC1=NN(C(=O)c2csc(C(C)C)c2)C(O)(C(F)(F)F)C1 (stereo unspecified)	nt	0.0	0.8	-2.8	-3.2	nt	0.1	nt
C[C@H]1CN([C@@H](C)CO)C(=O)c2ccccc2-c2ccccc2CO[C@@H]1CN(C)Cc1ccccc1C(F)(F)F	nt	0.2	18.2	5.3	3.0	nt	-6.7	-0.5
COc1ccc(C(Sc2ccccc2)c2ccccc2)cc1OC (stereo unspecified)	0.6	0.1	-9.8	0.0	2.2	-9.2	4.1	0.0
NC(=O)CC(NC(=O)Cc1ccc(Br)cc1)c1ccc(NCCc2cccc(F)c2)c([N+](=O)[O-])c1 (stereo unspecified)	-4.6	0.0	nt	nt	nt	-2.1	nt	0.1
CC1CCN(S(=O)(=O)N2CCC(C(=O)N3CCC(N(C)CC4CCCO4)CC3)CC2)CC1 (stereo unspecified)	-3.8	0.0	-4.4	-1.4	-1.4	0.5	0.1	nt
O=C(c1cccc(F)c1)N1CCCCN2[C@H](C1)[C@H](c1ccc(-c3ccncc3)cc1)[C@@H]2CO	nt	0.1	-14.5	4.5	14.6	4.7	-3.9	0.2
CC(=O)Nc1ccc(NC(=O)c2cc(=O)c3cc(C)c(C)cc3o2)cc1	9.9	-0.1	-3.1	-2.2	-1.7	1.4	-3.5	-1.7
Cc1ccc(-n2nc3c(c2NC(=O)c2ccccc2)CS(=O)(=O)C3)cc1C	-2.1	-0.1	-8.7	3.6	-4.5	18.2	2.0	0.8
N#Cc1c(-c2ccccc2)[nH]c(=O)[nH]c1=O	-2.4	0.0	-12.4	9.2	-2.8	nt	-4.7	0.2
O=C(C[C@@H]1C[C@@H]2c3cc(NC(=O)c4cccnc4)ccc3O[C@@H]2[C@@H](CO)O1)NCCN1CCCCC1	-3.2	0.4	12.6	-2.6	0.7	-2.7	1.2	0.1

# (next part)
Structure	esBAF inh	Xi reactivation	RAD52 inh	ERp5 block	S100A4 inh HTS	RAD54 inh	ERAP1 HTS inh	E-selectin induc
CCOC(=O)C1=C(C)N(CCCC(=O)O)C(=O)NC1c1ccc(Br)cc1 (stereo unspecified)	nt	0.1	5.8	1.9	-28.4	nt	-1.2	0.1
O=C(C[C@@H]1CC[C@H]2[C@@H](COC[C@@H](O)CN2C(=O)c2ccncc2)O1)Nc1ccc(-c2ccccc2)cc1	-0.3	0.2	9.5	2.4	-4.1	3.2	2.3	0.0
CN1CCN(C(=O)C[C@@H]2CC[C@@H]3[C@H](COC[C@@H](O)CN3Cc3ccc4c(c3)OCO4)O2)CC1	-4.9	0.1	0.0	3.3	-1.1	-0.7	1.2	0.2
Cc1cccc(C)c1NC(=O)C(C)N1CCCC1 (stereo unspecified)	-13.8	0.0	-6.4	2.5	-1.2	11.5	3.6	nt
COc1ccc(CNc2ccc(C)c(C)c2)cc1	nt	0.0	-13.7	-4.6	11.3	nt	2.2	nt
Cc1cc(OC(C)C(N)=O)nc(-c2ccccc2)n1 (stereo unspecified)	10.2	0.1	-5.8	-0.9	0.4	nt	3.5	-1.0
CCOC(=O)N=Nc1c2ccccc2c2nc3no[nH]c3nc12	nt	0.0	-10.9	-4.7	1.0	2.7	4.9	nt
O=C(C[C@@H]1CC[C@H]2[C@@H](COC[C@@H](O)CN2S(=O)(=O)c2cccc(Cl)c2)O1)NCCCN1CCOCC1	-6.3	0.0	nt	nt	nt	3.7	nt	-0.1
CN(C(=O)CSc1nnnn1C)C1(C#N)CCCCC1	-1.2	0.5	-32.4	0.9	-2.3	-2.7	-1.5	2.3
COc1cccc2c1-c1c(O)cccc1C2=O	-3.4	0.0	-29.1	-0.8	-7.3	?	-1.6	nt

# Carrying on:
Structure	esBAF inh	Xi reactivation	RAD52 inh	ERp5 block	S100A4 inh HTS	RAD54 inh	ERAP1 HTS inh	E-selectin induc
COc1ccccc1CN1CCN(Cc2cc(OC)c(OC)cc2OC)CC1	5.1	0.0	-10.6	-1.7	-5.2	-1.7	-2.4	nt
CCOC(=O)C1=C(N)OC(C)=C(C#N)C1c1ccco1 (stereo unspecified)	nt	0.2	-13.1	-0.6	2.2	nt	1.5	nt
Cc1cc(C(=O)Nc2cccc3c2O[C@H](CN(C)S(C)(=O)=O)[C@H](C)CN([C@H](C)CO)C3=O)n(C)n1	-2.7	0.6	1.5	-1.0	8.5	7.2	1.7	nt
COc1ccc(C2(C(=O)NCCc3ccccc3)CCCC2)cc1	-0.5	0.3	0.8	0.6	1.9	-9.2	-1.5	nt
CO[C@H]1CN(C)C(=O)c2cc(NC(=O)c3ccc(Oc4ccccc4)cc3)ccc2OC[C@@H](C)NC[C@@H]1C	-2.5	-0.2	34.9	-6.8	15.7	11.1	-1.4	0.4
CC(=O)Nc1ccc2nc(NC(=O)C(Cl)(Cl)Cl)sc2c1	nt	0.0	-14.2	-2.9	-1.0	nt	-2.0	nt
Cc1cc(C)c2cc(C#N)c(SCC(=O)Nc3cc(C)on3)nc2c1	-7.9	0.2	-42.1	3.5	-2.6	-14.2	-2.3	-0.1
COc1ccc(F)cc1S(=O)(=O)N1CCN(c2ccccn2)CC1	-7.2	0.5	-6.5	3.8	-4.6	-2.1	-0.2	0.1
